Sm TGR block = inhibitors of Schistosoma mansoni thioredoxin glutathione reductase | purified TGR, DTNB reduction, TNB absorbance 405 nm | Potency, µM (series often up to 114 µM), without a hit: at the top dose activity change, negative = inhibition, hits mostly inhibitors | Q962Y6 | AID 485364 | hit rate 3% among 360,000; also: potency is read from the fitted curve at half-maximal effect; nearly all actives have a fitted effect of over 60% in size
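First, TGR (20 nM dispensed) and NADPH were mixed with compound. Second, a 15 min room-temperature incubation followed. Third, further NADPH and then DTNB were added to start the reaction. Finally, TNB absorbance was monitored kinetically.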
HCMV inh = blocks human cytomegalovirus replication | HFF cells, HCMV-luciferase reporter, 72 h; active compounds read low | activity change, negative = inhibition, % at 57.5 µM | hit rate 4.5% among 410,000; in the data active = activity change below about -60%; inconclusive = no clear call, values can overlap the other calls; inactive = above about -39%
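Compounds were evaluated in HFFs infected with an HCMV luciferase reporter virus (MOI 1 PFU/cell). Luciferase in lysates collected 72 h post infection served as the replication measure.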
AmpC inh detg = inhibitors of E. coli AmpC beta-lactamase with detergent; P00811; AmpC hydrolysis of nitrocefin, absorbance 480 nm, 0.01% Triton; Potency, µM (top dose mostly 114 µM), without a hit: top-dose activity change, negative = inhibition, actives largely listed as inhibitors; hit rate 0.041% among 370,000; AID 485294;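 also: potency is read from the fitted curve at half-maximal effect; 0% = no-compound wells and -100% = no-enzyme wells; nearly all actives have a fitted effect of over 25% in size; some results filed as inactive show a strong effect at the top dose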
Target sequence (P00811 whole entry, looked up): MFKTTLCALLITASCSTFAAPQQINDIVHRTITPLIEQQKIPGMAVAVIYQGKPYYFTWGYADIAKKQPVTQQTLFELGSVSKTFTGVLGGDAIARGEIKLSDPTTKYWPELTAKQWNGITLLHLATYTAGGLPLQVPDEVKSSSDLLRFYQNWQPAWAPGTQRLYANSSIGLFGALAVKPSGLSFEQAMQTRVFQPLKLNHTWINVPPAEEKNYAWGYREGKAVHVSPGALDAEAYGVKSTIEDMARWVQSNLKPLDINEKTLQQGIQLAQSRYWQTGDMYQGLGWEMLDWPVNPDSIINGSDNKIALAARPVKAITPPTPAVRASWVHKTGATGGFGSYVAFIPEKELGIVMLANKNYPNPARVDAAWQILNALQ
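AmpC (5.3 nM in the dispensed reagent) in 20 mM phosphate pH 7.0 with 0.01% (detergent screen) or 0.0001% Triton X-100 was preincubated with compounds for 15 min at room temperature. Nitrocefin was then added from an 800 uM solution, and hydrolysis was followed at 480 nm.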
Giardia FBPA inh = Giardia lamblia aldolase inhibition. A8B2U2. purified Giardia FBPA. Potency, µM (doses to about 59.6 µM), without a hit: at the top dose activity, negative = inhibition, usual class: inhibitors. hit rate 0.71% among 290,000. AID 2451; also: potency is read from the fitted curve at half-maximal effect; nearly all actives have a fitted effect of over 55% in size
Target sequence (A8B2U2 whole entry, looked up): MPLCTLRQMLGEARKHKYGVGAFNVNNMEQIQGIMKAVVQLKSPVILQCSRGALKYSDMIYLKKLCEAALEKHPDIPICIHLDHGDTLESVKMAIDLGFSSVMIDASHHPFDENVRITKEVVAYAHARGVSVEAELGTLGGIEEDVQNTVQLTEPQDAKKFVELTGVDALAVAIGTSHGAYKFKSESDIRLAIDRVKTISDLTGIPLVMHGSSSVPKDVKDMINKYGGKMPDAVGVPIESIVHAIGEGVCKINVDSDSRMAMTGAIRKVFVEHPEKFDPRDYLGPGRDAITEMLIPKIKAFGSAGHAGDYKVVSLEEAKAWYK
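Giardia FBPA (40 nM reagent) was preincubated 10 min at RT with compound (up to 57.5 uM final), then substrate plus GAPDH/TPI/NAD/arsenate coupling system with diaphorase/resazurin was added; resorufin fluorescence (525/598 nm) was read after 20 min.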
AmpC inh no detg = inhibitors of E. coli AmpC beta-lactamase without detergent | AmpC nitrocefin hydrolysis, absorbance 480 nm, 0.0001% Triton | hit rate 0.52% among 330,000 | Potency, µM (series often up to 57.1 µM), without a hit: top-dose activity change, negative = inhibition, hits mostly inhibitors | AID 485341;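 also: potency is read from the fitted curve at half-maximal effect; plate controls were no compound for no effect and no enzyme for full effect; nearly all actives have a fitted effect of over 20% in size; some results filed as inactive show a strong effect at the top dose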
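20 mM phosphate pH 7.0 + 0.01% (detergent screen) or 0.0001% Triton X-100; 5.3 nM AmpC reagent; cpd preinc 15 min RT; nitrocefin (800 uM stock) to start; A480 q20 s × 4 min; Activity was normalised to no-enzyme and no-compound control wells.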
HCV inh = blocks hepatitis C virus; hit rate 3.4% among 340,000; Potency, µM (titrated, usually from 41.8 µM), for inactives: at the top dose activity change, negative = inhibition, most hits filed as inhibitors; Huh7.5.1 HCVcc-Cre infection, luciferase reporter, 44 h; also: potency is read from the fitted curve at half-maximal effect
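Antiviral activity was scored by luciferase reporter output from cells infected with HCVcc-Cre (~0.5 moi) in presence of compound, 44 h infection period, cells seeded 1,000/well 4 h prior.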
* hit, by the source's call; & = joins results of further samples; [ ] = remark or other dose. Unless noted, calls follow the shape of the dose curve; as a rule, active = well fitted curve in the direction sought with a large enough effect; inconclusive = small, poorly fitted or top-dose-only effect, or another doubt; inactive = no such curve, though single readings can be large; an effect the other way counts as inactive or inconclusive. Unless noted, % is scaled to controls: 0 for no effect and ±100 for the full control effect.

Results for O=C(CNS(=O)(=O)c1ccccc1)OCc1cccc([N+](=O)[O-])c1 ?
Sm TGR block: 9%; HCMV inh: -27; AmpC inh detg: -11%; Giardia FBPA inh: -7%; AmpC inh no detg: 1%; HCV inh: 4%

Results for CC1CC(O)(Cc2ccccc2)C(C)CN1C (configuration not stated) ?
Sm TGR block: -1%; HCMV inh: -11; AmpC inh detg: -10%; Giardia FBPA inh: 4%; AmpC inh no detg: -23%; HCV inh: -5%

Results for COc1ccc(Cn2c(=O)[nH]c3cc(C(=O)NC4CCN(Cc5ccccc5)CC4)ccc32)cc1 ?
HCMV inh: -23; AmpC inh detg: 6%; Giardia FBPA inh: 0%; AmpC inh no detg: 48%; HCV inh: 10µM*

What do the screens show for `COc1ccc(N2CC(C(=O)N/N=C/c3ccc([N+](=O)[O-])cc3)CC2=O)cc1` (configuration not stated)?
Sm TGR block: -1%; HCMV inh: 65; AmpC inh detg: 1%; Giardia FBPA inh: 1%; AmpC inh no detg: 4%; HCV inh: 5%

What do the screens show for `CC(=O)c1ccc(OCc2cc(C(=O)N(C)Cc3ccon3)no2)cc1`?
Sm TGR block: -17%; HCMV inh: 4; AmpC inh detg: -2%; AmpC inh no detg: -9%

How did COc1ccccc1NS(=O)(=O)c1cccc(C(=O)N2CCCCCC2)c1 do in these assays?
Sm TGR block: -5%; HCMV inh: -10; AmpC inh detg: -8%; AmpC inh no detg: 22%; HCV inh: inconclusive

Results for COc1ccc(NC(=O)Nc2nnc(N3CCCCCC3)s2)cc1 ?
Sm TGR block: 17%; HCMV inh: 8; AmpC inh detg: 18%

Results for CC(OC(=O)c1ccc(O)cc1)C(=O)Nc1nc(-c2ccccc2)cs1 (configuration not stated) ?
Sm TGR block: -9%; HCMV inh: 68; AmpC inh detg: -5%; AmpC inh no detg: -28%; HCV inh: inconclusive

What do the screens show for `Cc1cccc[n+]1CC(=O)N1c2ccccc2Sc2ccccc21`?
HCMV inh: 13; AmpC inh detg: -4%; Giardia FBPA inh: -4%; AmpC inh no detg: -5%; HCV inh: 24%

Results for CCN1CCN(C(c2ccccc2F)c2c(O)cc(C)n(CCOC)c2=O)CC1 (configuration not stated) ?
Sm TGR block: 7.9µM*; HCMV inh: 2; AmpC inh detg: 16%

How did CCOC(=O)C1(Cc2cccc(Cl)c2)CCCN(C(=O)c2cc(C)on2)C1 (configuration not stated) do in these assays?
Sm TGR block: -16%; HCMV inh: 33; AmpC inh detg: 2%; AmpC inh no detg: 107%[activator]

Results for NC(=O)C1CCN(C(=O)NC2CC(=O)N(c3ccc4c(c3)OCCO4)C2)CC1 (configuration not stated) ?
Sm TGR block: -8%; HCMV inh: -17; AmpC inh detg: -11%; AmpC inh no detg: 0%; HCV inh: 5%

What do the screens show for `CCOc1ccc(-c2csc(NC(=O)CSC3=NC(=O)CN3C(C)=O)n2)c2ccccc12`?
Sm TGR block: -12%; HCMV inh: -28; AmpC inh detg: -6%; Giardia FBPA inh: -6%; AmpC inh no detg: 29%; HCV inh: -8%

What do the screens show for `O=C(CN1CCN(Cc2ccc(F)cc2)CC1)Nc1ccccc1F`?
Sm TGR block: 2%; HCMV inh: -10; AmpC inh detg: -1%; Giardia FBPA inh: 4%; AmpC inh no detg: 45%; HCV inh: inconclusive

What do the screens show for `Cc1ccc(N(CC(=O)NCc2ccccc2)C(=O)CCC(=O)Nc2ccccn2)cc1`?
Sm TGR block: -11%; HCMV inh: 25; AmpC inh detg: -5%; Giardia FBPA inh: 3%; AmpC inh no detg: -5%; HCV inh: -9%

How did Cc1cc[n+](CC(=O)Nc2ccccc2)cc1 do in these assays?
Sm TGR block: 7%; HCMV inh: 15; AmpC inh detg: -10%; Giardia FBPA inh: 5%; AmpC inh no detg: -5%; HCV inh: 14%

What do the screens show for `Cc1ccc(C)n1-c1nccc(-c2cccs2)n1`?
Sm TGR block: 11%; HCMV inh: 20; AmpC inh detg: -2%; Giardia FBPA inh: -1%; AmpC inh no detg: -27%; HCV inh: 22%

What do the screens show for `Cc1cccc(N(Cc2ccccc2)C(=O)c2ccc(S(C)(=O)=O)cc2)c1`?
Sm TGR block: inconclusive; HCMV inh: -22; AmpC inh detg: 9%; AmpC inh no detg: 141%[activator]

Results for C=CCN(CC=C)CCOc1ccccc1F ?
Sm TGR block: -5%; HCMV inh: 10; AmpC inh detg: inconclusive; Giardia FBPA inh: inconclusive; AmpC inh no detg: -5%; HCV inh: 8%

What do the screens show for `O=C(O)c1cccc(Nc2ncnc3ccccc23)c1`?
Sm TGR block: 52%[activator]; HCMV inh: -16; AmpC inh detg: 10%; Giardia FBPA inh: -16%; AmpC inh no detg: -18%; HCV inh: 2%

What do the screens show for `N#CCn1c(C2CCCCC2)nc2ccccc2c1=O`?
Sm TGR block: -5%; HCMV inh: 43; AmpC inh detg: inconclusive; Giardia FBPA inh: 2%; AmpC inh no detg: -14%; HCV inh: 12%

How did CCc1nn(CC(=O)N(C)C2CCCCC2)c(=O)c2cc3cc(C)ccc3n12 do in these assays?
Sm TGR block: -2%; HCMV inh: -22; AmpC inh detg: -9%; AmpC inh no detg: -5%; HCV inh: -9%

How did Cc1cccc(NC2=C(NC(=O)c3ccccc3)C(=O)c3ccccc3C2=O)c1 do in these assays?
Sm TGR block: 2.2µM*; HCMV inh: -20; AmpC inh detg: -12%; Giardia FBPA inh: inconclusive; AmpC inh no detg: -29%; HCV inh: inconclusive

What do the screens show for `O=C(c1cccc(Cl)c1)N1CCN(Cc2ccncc2)CC1`?
Sm TGR block: -10%; HCMV inh: -13; AmpC inh detg: inconclusive; Giardia FBPA inh: -16%; AmpC inh no detg: -8%; HCV inh: 5%

How did CCSc1nnc(NC(=O)c2ccccc2)s1 do in these assays?
Sm TGR block: -8%; HCMV inh: -13; AmpC inh detg: inconclusive; Giardia FBPA inh: -18%; AmpC inh no detg: -24%; HCV inh: 6%

What do the screens show for `CCOC(=O)[C@H]1[C@H]2COc3ccc(OC)cc3[C@@H]2N2C(=O)c3ccc(Cl)cc3NC(=O)[C@@]12C`?
Sm TGR block: -3%; HCMV inh: 19; AmpC inh detg: 1%; AmpC inh no detg: -41%; HCV inh: inconclusive

How did O=c1[nH]c2ccc(S(=O)(=O)N3CCCCC3)cc2o1 do in these assays?
Sm TGR block: -3%; HCMV inh: 5; AmpC inh detg: 3%; Giardia FBPA inh: 2%; AmpC inh no detg: -22%; HCV inh: 20%

What do the screens show for `COc1cc2c(cc1NC(=O)COc1ccc(Br)cc1C)oc1ccccc12`?
Sm TGR block: 3%; HCMV inh: -2; AmpC inh detg: 23%

How did Cn1cc([N+](=O)[O-])cc1-c1nc2ccccc2n1C do in these assays?
Sm TGR block: -10%; HCMV inh: -9; AmpC inh detg: -13%; Giardia FBPA inh: 0%; AmpC inh no detg: 108%; HCV inh: -1%

How did Cc1sc(NC(=O)C(C)C)c(C(=O)Nc2ccccc2)c1C do in these assays?
Sm TGR block: 3%; HCMV inh: -27; AmpC inh detg: -4%; Giardia FBPA inh: -1%; AmpC inh no detg: -22%; HCV inh: -7%

Results for COC(=O)c1ccc(NC(=O)CSC2=NC(=O)C(c3ccccc3)C(=O)N2)cc1 (configuration not stated) ?
Sm TGR block: -5%; HCMV inh: -13; AmpC inh detg: -10%; Giardia FBPA inh: 7%; AmpC inh no detg: -31%; HCV inh: 2%

Results for Cc1ccc(-n2cc(-c3ccccc3)c3c(N4CCCCC4)ncnc32)cc1 ?
Sm TGR block: 7%; HCMV inh: -12; AmpC inh detg: 12%

What do the screens show for `CCOc1cccc(CNC2CN3CCC2CC3)c1` (configuration not stated)?
Sm TGR block: 2%; HCMV inh: 48; AmpC inh detg: -4%; Giardia FBPA inh: -5%; AmpC inh no detg: -7%; HCV inh: -15%

How did CCN(C(=O)CSc1nc(-c2ccc(C(C)C)cc2)no1)c1cccc(C)c1 do in these assays?
Sm TGR block: -11%; HCMV inh: -15; AmpC inh detg: -5%

What do the screens show for `O=C(CSc1ccc(C(F)(F)F)cc1[N+](=O)[O-])Nc1ccc2ccccc2c1`?
Sm TGR block: 3%; HCMV inh: -40; AmpC inh detg: -5%; Giardia FBPA inh: 6%; AmpC inh no detg: -15%; HCV inh: 2%

How did CC12CCC(C(=O)NC3CCCCC3)([C@H](Br)C1=O)C2(C)C (some centres not stated) do in these assays?
Sm TGR block: -25%; HCMV inh: 2; AmpC inh detg: -2%; Giardia FBPA inh: -6%; AmpC inh no detg: 18%; HCV inh: 12%

What do the screens show for `COCCN(C(=O)CSc1nnc(-c2cccs2)n1N)c1c(N)n(Cc2ccccc2)c(=O)[nH]c1=O`?
Sm TGR block: -17%; HCMV inh: 1; AmpC inh detg: 4%; AmpC inh no detg: -19%; HCV inh: 7%

How did Cc1cccc(-n2c(SCc3cc(=O)n4ccsc4n3)nc3ccccc3c2=O)c1 do in these assays?
Sm TGR block: -1%; HCMV inh: -25; AmpC inh detg: -12%; Giardia FBPA inh: -3%; AmpC inh no detg: -19%; HCV inh: 21%

What do the screens show for `CCOC(=O)c1cccc(NC(=O)CCc2nnc3ccc(N4CCCCC4)nn23)c1`?
Sm TGR block: -15%; HCMV inh: -2; AmpC inh detg: 3%; Giardia FBPA inh: 10%; AmpC inh no detg: 122%[activator]; HCV inh: -10%

How did O=C(CN1CCN(S(=O)(=O)c2ccc(Br)cc2)CC1)Nc1ccc(F)cc1F do in these assays?
Sm TGR block: 4%; HCMV inh: 25; AmpC inh detg: -1%; AmpC inh no detg: 85%[activator]; HCV inh: 2%&2%

Results for CC(C)COc1cccc(-c2cc(C(=O)N/N=C/c3ccncc3)c3ccccc3n2)c1 ?
Sm TGR block: 1%; HCMV inh: inconclusive; AmpC inh detg: inconclusive; AmpC inh no detg: -27%; HCV inh: inconclusive

How did CCN(Cc1ccccc1)C(=O)CCS(=O)(=O)c1ccc2c(c1)n(C)c(=O)c(=O)n2C do in these assays?
Sm TGR block: -2%; HCMV inh: inconclusive; AmpC inh detg: -13%; Giardia FBPA inh: -8%; AmpC inh no detg: -21%; HCV inh: -5%

How did Cc1cc(C)cc(OCCSc2nc(-c3ccc(C(C)(C)C)cc3)nc3cc(=O)[nH]n23)c1 do in these assays?
Sm TGR block: 0%; HCMV inh: -25; AmpC inh detg: -7%

Results for C=CCOc1cccc(C(=O)N2CCC(CCC(=O)NC3CC3)CC2)c1 ?
Sm TGR block: 0%; HCMV inh: -8; AmpC inh detg: inconclusive; Giardia FBPA inh: 5%; AmpC inh no detg: 7%; HCV inh: 13%

Quoted at random: 3 compounds from above.
How did Cc1cc(C)cc(OCCSc2nc(-c3ccc(C(C)(C)C)cc3)nc3cc(=O)[nH]n23)c1 do in these assays?
Sm TGR block: 0%; HCMV inh: -25; AmpC inh detg: -7%

Results for CC(C)COc1cccc(-c2cc(C(=O)N/N=C/c3ccncc3)c3ccccc3n2)c1 ?
Sm TGR block: 1%; HCMV inh: inconclusive; AmpC inh detg: inconclusive; AmpC inh no detg: -27%; HCV inh: inconclusive

How did O=C(CN1CCN(S(=O)(=O)c2ccc(Br)cc2)CC1)Nc1ccc(F)cc1F do in these assays?
Sm TGR block: 4%; HCMV inh: 25; AmpC inh detg: -1%; AmpC inh no detg: 85%[activator]; HCV inh: 2%&2%
